Pin1 inh = qHTS Assay to Find Inhibitors of Pin1; Peptidyl-prolyl cis-trans isomerase NIMA-interacting 1 (Homo sapiens), Q13526; Pin1 FP peptide displacement, HiFluor488, 10 min; Potency, µM (doses to about 115 µM), for the others: at the top dose activity, negative = inhibition, most hits filed as inhibitors; actives 0.009% (n = 390,000); active means well fitted inhibition curve with a large enough effect in the polarisation, with a control signal flat, not every such curve was filed as active; inconclusive means small, poorly fitted or top-dose-only effect, or effect the other way, or a change in a side signal; inactive means no such curve, though single readings can be large or run the other way; the % refers to the polarisation; further: potency means the concentration at half of the fitted maximal effect; on the % scale 0 is the no-effect control and ±100 the full control effect
PI4K2A block = qHTS for small molecular inhibitors of PI4K2A. purified PI4K2A, ADP-Glo luminescence, 1 h; hits give low values. activity change, negative = inhibition, % at 76.9 µM. actives 0.13% (n = 420,000); in the data active means activity change below about -50%; inconclusive means mostly about -30% to -49%;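 further: -100% = wells without enzyme as full effect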
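In this quantitative HTS, ADP production by PI4K2A was quantified luminescently after 1 h at ambient temperature; 100 microM adenosine served as plate-quality control.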
GLS inhibitor = qHTS for Inhibitors of Glutaminase (GLS); GLS enzymatic activity, qHTS titration; AID 624170, 2012; Glutaminase kidney isoform, mitochondrial (Homo sapiens), O94925; Potency, µM (highest dose often 45.5 µM), for the others: at the top dose activity change, negative = inhibition, most hits filed as inhibitors; actives 0.21% (n = 410,000); further: potency means the concentration at half of the fitted maximal effect; on the % scale 0 is the no-effect control and ±100 the full control effect
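hKGA in 45 mM KH2PO4 (pH 8.2), 0.02% Tween-20 with compound, then 1mM L-Glutamine (stock as added) plus glutamate oxidase/HRP/Amplex red coupling mix. Fluorescence read initially and after 30 min at RT; signal change reflects glutamate formation.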
HP1b binding inh = HTS for Inhibitors of HP1-beta Chromodomain Interactions with Methylated Histone Tails; Chromobox protein homolog 1 (Homo sapiens), P83916; AlphaScreen HP1-beta / biotin-H3K9me3 peptide binding; Potency, µM (series often up to 114 µM), inactives show at the top dose activity change, negative = inhibition, hits mostly inhibitors; actives 0.56% (n = 390,000); further: potency means the concentration at half of the fitted maximal effect; nearly all actives have a fitted effect of over 70% in size; inactives centre near 23
Target sequence (P83916 whole entry, looked up): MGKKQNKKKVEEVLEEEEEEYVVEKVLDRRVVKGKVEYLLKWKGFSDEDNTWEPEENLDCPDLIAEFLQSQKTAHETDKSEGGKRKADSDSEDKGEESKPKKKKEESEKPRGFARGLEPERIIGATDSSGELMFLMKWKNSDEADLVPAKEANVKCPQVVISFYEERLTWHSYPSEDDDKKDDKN
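AlphaScreen: HP1-beta (50 nM) preformed 30 min with biotin-H3(1-18)K9me3 peptide (50 nM) in PBS pH 7.4, 0.01% Tween-20. Compound added for 30 min at RT, then streptavidin donor/nickel chelate acceptor beads (10 ug/mL) for 30 min.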
TrxR1 inh = qHTS Assay for Inhibitors of Mammalian Selenoprotein Thioredoxin Reductase 1 (TrxR1): qHTS; Thioredoxin reductase 1, cytoplasmic (Rattus norvegicus), O89049; actives 1% (n = 390,000); Potency, µM (series often up to 114 µM), for the others: at the top dose activity change, negative = inhibition, usual class: inhibitors; AID 588453, 2011; recombinant rTrxR1, NADPH fluorescence consumption, selenite substrate; further: potency means the concentration at half of the fitted maximal effect; on the % scale 0 is the no-effect control and ±100 the full control effect; nearly all actives have a fitted effect of over 65% in size
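Rat TrxR1 (90 nM in the dispensed reagent) was pre-reduced with 400 uM NADPH for 5 min at room temperature, then incubated with compound for 15 min. After 400 uM selenite was added, NADPH fluorescence (Ex 340/Em 450 nm) was followed for 8 min.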
PGK inhibitor = qHTS Assay to Find Inhibitors of Phosphoglycerate Kinase; Potency, µM (doses to about 57.5 µM), without a hit: top-dose activity change, negative = inhibition, most hits filed as inhibitors; PGK/GAPDH coupled, Kinase-Glo luminescence, 60 min; actives 0.043% (n = 380,000); further: potency means the concentration at half of the fitted maximal effect; on the % scale 0 is the no-effect control and ±100 the full control effect; nearly all actives have a fitted effect of over 60% in size
Target sequence (P07378 whole entry, looked up): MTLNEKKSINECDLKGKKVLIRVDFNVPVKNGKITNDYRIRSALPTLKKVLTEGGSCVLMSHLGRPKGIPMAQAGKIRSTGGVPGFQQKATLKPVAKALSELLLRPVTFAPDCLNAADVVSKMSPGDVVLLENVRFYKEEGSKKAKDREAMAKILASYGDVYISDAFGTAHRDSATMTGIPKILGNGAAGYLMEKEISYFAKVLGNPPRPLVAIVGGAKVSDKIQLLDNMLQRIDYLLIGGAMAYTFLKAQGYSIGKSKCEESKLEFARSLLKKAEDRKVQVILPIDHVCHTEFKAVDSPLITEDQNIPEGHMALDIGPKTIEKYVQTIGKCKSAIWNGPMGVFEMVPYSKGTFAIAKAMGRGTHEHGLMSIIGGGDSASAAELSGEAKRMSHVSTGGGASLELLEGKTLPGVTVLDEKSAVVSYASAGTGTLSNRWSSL
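Luminescent ATP detection (Kinase-Glo Plus) follows a 60-minute room-temperature incubation, with wells lacking PGK as controls. Buffer: 100 mM TEA (pH 7.6), 5 mM MgCl2, 0.01% Tween-20. Coupling enzyme GAPDH (100 nM final) supplies unstable 1,3-BPG in-well.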
TrxR1 substrate = qHTS Assay for Substrates of Mammalian Selenoprotein Thioredoxin Reductase 1 (TrxR1): qHTS | Potency, µM (top dose mostly 114 µM), for the others: top-dose activity change, negative = substrate turnover | AID 588456, 2011 | actives 0.01% (n = 390,000) | purified TrxR1 substrate turnover, NADPH consumption readout; further: potency means the concentration at half of the fitted maximal effect; on the % scale 0 is the no-effect control and ±100 the full control effect; nearly all actives have a fitted effect of over 50% in size
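Rat TrxR1, dispensed at 90 nM, was prereduced with 400 uM NADPH (final) for 5 min at ~22 deg C, then incubated with compound 15 min before 400 uM selenite. A first-read NADPH fluorescence drop versus no-compound background flagged substrates.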
USP1-UAF1 inh = Inhibitors of USP1/UAF1: Primary Screen | Ubiquitin carboxyl-terminal hydrolase 1 (Homo sapiens), O94782 | recombinant USP1/UAF1, Ub-Rhodamine cleavage fluorescence | Potency, µM (series often up to 57.1 µM), for inactives: top-dose activity change, negative = inhibition, most hits filed as inhibitors | actives 0.23% (n = 390,000); further: potency means the concentration at half of the fitted maximal effect; on the % scale 0 is the no-effect control and ±100 the full control effect; nearly all actives have a fitted effect of over 60% in size; inactives centre near -12
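USP1/UAF1 complex at 1 nM was preincubated with compound for 15 min at room temperature, then Ub-Rho substrate (150nM final) was added. Fluorescence (480/540 nm) was read kinetically, 6 reads every 60 seconds.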
mIDH1 inhibitor = qHTS for Inhibitors of mutant isocitrate dehydrogenase 1 (IDH1): qHTS; IDH1-R132H enzyme, NADPH consumption, diaphorase/resazurin fluorescence; Isocitrate dehydrogenase [NADP] cytoplasmic (Homo sapiens), O75874; actives 0.093% (n = 390,000); Potency, µM (doses to about 76.6 µM), for the others: at the highest dose activity change, negative = inhibition, hits mostly inhibitors; further: potency means the concentration at half of the fitted maximal effect; on the % scale 0 is the no-effect control and ±100 the full control effect; nearly all actives have a fitted effect of over 65% in size
Target sequence (O75874 whole entry R132H, stated change not applied): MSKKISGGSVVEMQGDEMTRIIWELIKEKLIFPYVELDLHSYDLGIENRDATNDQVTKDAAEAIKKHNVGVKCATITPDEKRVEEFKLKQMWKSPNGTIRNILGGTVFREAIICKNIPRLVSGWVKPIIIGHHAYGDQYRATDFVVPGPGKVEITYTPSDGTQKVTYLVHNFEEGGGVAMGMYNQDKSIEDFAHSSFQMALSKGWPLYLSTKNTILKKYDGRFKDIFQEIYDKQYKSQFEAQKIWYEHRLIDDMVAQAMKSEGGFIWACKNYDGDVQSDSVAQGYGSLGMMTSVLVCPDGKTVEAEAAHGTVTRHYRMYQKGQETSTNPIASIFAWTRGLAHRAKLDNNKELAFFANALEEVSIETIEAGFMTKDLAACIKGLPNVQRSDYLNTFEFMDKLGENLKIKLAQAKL
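IDH1-R132H (0.5 ug/mL) preincubated 30 min with compound, then NADPH (0.016 mM) and alpha-KG (2 mM) added; 80 min at RT, pH 7.5. Remaining NADPH coupled via diaphorase/resazurin to fluorescence (540/590 nm); concentration-response curves normalized to no-enzyme control.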
An asterisk follows results filed as active; [ ] = remark or other dose. Unless noted, the call rests on the fitted dose curve; in most records, active means well fitted curve in the direction sought with a large enough effect; inconclusive means small, poorly fitted or top-dose-only effect, or another doubt; inactive means no such curve, though single readings can be large; an effect the other way counts as inactive or inconclusive.

`O=C(Cn1cc2c(n1)CCCCC2)NCc1ccccn1` gave Pin1 inh inconclusive, PI4K2A block -1, GLS inhibitor -1%, HP1b binding inh 62%[activator], TrxR1 inh 9%[57.1 µM], PGK inhibitor -9%, TrxR1 substrate 2%[57.1 µM], USP1-UAF1 inh -7% and mIDH1 inhibitor -2%.
Cc1cc(C)cc(NC(=O)CN2CCN(c3ccccn3)CC2)c1 was read as Pin1 inh -7%, PI4K2A block -2, GLS inhibitor -2%, HP1b binding inh 13%, TrxR1 inh 26%[57.1 µM], PGK inhibitor 3%, TrxR1 substrate 5%[57.1 µM], USP1-UAF1 inh -7% and mIDH1 inhibitor 4%.
Screening COCCSc1nnc(NC(=O)CSCc2ccccc2)s1 returned Pin1 inh -10%, PI4K2A block -2, GLS inhibitor 4%, HP1b binding inh 38%, TrxR1 inh 14%, TrxR1 substrate 11%, USP1-UAF1 inh -17% and mIDH1 inhibitor 3%.
`COc1cccc2cc(C(=O)NC3CC4CCC3C4)oc12` (centres undefined) gave Pin1 inh 1%, PI4K2A block -1, GLS inhibitor -2%, HP1b binding inh 22%, TrxR1 inh 41%[activator], PGK inhibitor inactive, TrxR1 substrate 17%, USP1-UAF1 inh -20% and mIDH1 inhibitor 1%.
For Cc1nnsc1NC(=O)OCc1ccc(C(C)(C)C)cc1 the results were Pin1 inh -9%, PI4K2A block -14, GLS inhibitor -3%, HP1b binding inh 34%, TrxR1 inh 15%, PGK inhibitor -2%, TrxR1 substrate -3%, USP1-UAF1 inh -7% and mIDH1 inhibitor inconclusive.
CCN(CC)CCCN(Cc1cc2cc3c(cc2[nH]c1=O)OCO3)C(=S)Nc1ccccc1 was read as Pin1 inh 0%, PI4K2A block 0, GLS inhibitor 12%, HP1b binding inh 26%, TrxR1 inh 10%[57.1 µM], PGK inhibitor 9%, TrxR1 substrate 10%[57.1 µM], USP1-UAF1 inh -16% and mIDH1 inhibitor 2%.
`O=C(NCCCCNC(=O)c1c(F)c(F)c(F)c(F)c1F)c1c(F)c(F)c(F)c(F)c1F` gave Pin1 inh -7%, PI4K2A block 4, GLS inhibitor 6%, HP1b binding inh 13%, TrxR1 inh 17%, PGK inhibitor 1%, TrxR1 substrate 6%, USP1-UAF1 inh -10% and mIDH1 inhibitor 6%.
Screening Cc1cccc(CCn2c(=O)c3ccccc3n(Cc3cccc(F)c3)c2=O)c1 returned Pin1 inh 2%, PI4K2A block 1, GLS inhibitor 7%, HP1b binding inh 62%[activator], TrxR1 inh 8%, PGK inhibitor -11%, TrxR1 substrate -7%, USP1-UAF1 inh -33% and mIDH1 inhibitor -9%.
CC(C)c1ccccc1NC(=S)NC(=O)C1CCCCC1 was read as Pin1 inh 2%, PI4K2A block -2, GLS inhibitor -3%, HP1b binding inh 36%, TrxR1 inh inconclusive, PGK inhibitor -4%, TrxR1 substrate 0%, USP1-UAF1 inh -26% and mIDH1 inhibitor 6%.
NS(=O)(=O)c1cnccc1NCCc1ccccc1 was read as Pin1 inh -8%, PI4K2A block 8, GLS inhibitor -1%, HP1b binding inh 39%[activator], TrxR1 inh 31%, PGK inhibitor -4%, TrxR1 substrate 7%, USP1-UAF1 inh -24% and mIDH1 inhibitor 4%.
Screening CCCC1(c2ccccc2)NC(=O)N(CC(=O)Nc2ccc3c(c2)OCCO3)C1=O (centres undefined) returned Pin1 inh 5%, PI4K2A block 2, GLS inhibitor 12%, HP1b binding inh 19%, TrxR1 inh 0%, PGK inhibitor 6%, TrxR1 substrate -7%, USP1-UAF1 inh -9% and mIDH1 inhibitor -3%.
CCOC(=O)c1ccccc1Nc1cc(C)nc2nc(C)nn12 was read as Pin1 inh 0%, PI4K2A block 4, GLS inhibitor -8%, HP1b binding inh 48%[activator], TrxR1 inh 34%, PGK inhibitor -13%, TrxR1 substrate 5%, USP1-UAF1 inh -22% and mIDH1 inhibitor 10%.
`Cc1ccc(S(=O)(=O)c2cn(C)c3cc(N4CCCCC4)c(F)cc3c2=O)cc1` gave Pin1 inh -14%, PI4K2A block -1, GLS inhibitor -10%, HP1b binding inh 16%, TrxR1 inh -18%, PGK inhibitor 1%, TrxR1 substrate 25%, USP1-UAF1 inh -25% and mIDH1 inhibitor -9%.
O=c1nc2c(-c3ccc(F)cc3Cl)n[nH]n2c2ccccc12 was read as Pin1 inh 0%, PI4K2A block 0, GLS inhibitor 4%, HP1b binding inh 33%, TrxR1 inh 16%[57.1 µM], PGK inhibitor 7%, TrxR1 substrate 8%[57.1 µM], USP1-UAF1 inh -13% and mIDH1 inhibitor 9%.
For Cc1ccc(S(=O)(=O)N2CCCCC2)cc1C(=O)NCCc1ccccc1 the results were Pin1 inh 4%, PI4K2A block -4, GLS inhibitor 0%, HP1b binding inh 10%, TrxR1 inh -29%, PGK inhibitor 0%, TrxR1 substrate -15%, USP1-UAF1 inh -1% and mIDH1 inhibitor -3%.
For O=C(Cn1cccc1C(=O)c1ccccc1)NCCCN1CCc2ccccc2C1 the results were Pin1 inh 1%, PI4K2A block 5, GLS inhibitor 2%, HP1b binding inh 34%, TrxR1 inh 15%, PGK inhibitor -8%, TrxR1 substrate 5%, USP1-UAF1 inh -16% and mIDH1 inhibitor 17%.
For COc1ccc(-c2[nH]ncc2/C=N\NS(=O)(=O)c2ccc(Cl)cc2)cc1 the results were Pin1 inh 1%, PI4K2A block 1, GLS inhibitor 19%, HP1b binding inh 19%, TrxR1 inh 20%[57.1 µM], PGK inhibitor -4%, TrxR1 substrate -10%, USP1-UAF1 inh 5% and mIDH1 inhibitor 16%.
For CCOc1cc(C(=O)N(C)CC(=O)Nc2cccc(F)c2)ccc1OCC(=O)N1CCCCC1 the results were Pin1 inh 0%, PI4K2A block -3, GLS inhibitor 8%, HP1b binding inh 21%, TrxR1 inh 14%, PGK inhibitor -1%, TrxR1 substrate 6%, USP1-UAF1 inh -16% and mIDH1 inhibitor 0%.
COc1ccc(NC(=S)N2CCN(S(C)(=O)=O)CC2)cc1OC was read as Pin1 inh 1%, PI4K2A block -3, GLS inhibitor 0%, HP1b binding inh 29%, TrxR1 inh -25%, PGK inhibitor -4%, TrxR1 substrate 7%, USP1-UAF1 inh -5% and mIDH1 inhibitor 2%.
`CN(Cc1ccc(Cl)c(Cl)c1)C(=O)c1cccc(S(=O)(=O)N2CCN(Cc3ccccc3)CC2)c1` gave Pin1 inh 0%, PI4K2A block 4, GLS inhibitor 0%, HP1b binding inh 21%, TrxR1 inh 14%, PGK inhibitor 9%, TrxR1 substrate -2%, USP1-UAF1 inh -24% and mIDH1 inhibitor -18%.
CC(=O)c1ccccc1NS(=O)(=O)c1cccc2nonc12 was read as Pin1 inh 33%[activator], PI4K2A block 0, GLS inhibitor 9%, HP1b binding inh 24%, TrxR1 inh -6%, PGK inhibitor -6%, TrxR1 substrate -10%, USP1-UAF1 inh -1% and mIDH1 inhibitor -13%.
Screening Cc1cc(=O)oc2cc(NC(=O)COc3ccccc3[N+](=O)[O-])ccc12 returned Pin1 inh inconclusive, PI4K2A block 1, GLS inhibitor 3%, HP1b binding inh 18%, TrxR1 inh 9%, PGK inhibitor -2%, TrxR1 substrate 20%, USP1-UAF1 inh -13% and mIDH1 inhibitor 2%.
For CCOc1ccccc1NC(=O)CC1(CC(=O)N2CCOCC2)CCCC1 the results were Pin1 inh 5%, PI4K2A block 0, GLS inhibitor -15%, HP1b binding inh 31%, TrxR1 inh 10%[57.1 µM], PGK inhibitor -15%, TrxR1 substrate 2%[57.1 µM], USP1-UAF1 inh -10% and mIDH1 inhibitor 0%.
`COc1ccc(N2CCN(C(=O)C(Cc3ccccc3)NC(=O)c3ccccc3)CC2)cc1` (centres undefined) gave Pin1 inh 18%, PI4K2A block -1, GLS inhibitor 0%, HP1b binding inh -3%[57 µM], TrxR1 inh 5%, PGK inhibitor -1%, TrxR1 substrate 0%, USP1-UAF1 inh -18% and mIDH1 inhibitor 4%.
O=S1(=O)C2CC3OC2(CC3c2ccc(F)cc2)CN1Cc1ccc(Cl)cc1 (centres undefined) was read as Pin1 inh 1%, HP1b binding inh 16%, TrxR1 inh 1% and TrxR1 substrate -2%.
Screening CCOc1cc(C(=O)OCC(=O)c2c[nH]c3ccccc23)ccc1OCC(=O)N1CCOCC1 returned Pin1 inh -3%, PI4K2A block 2, GLS inhibitor 14%, HP1b binding inh 24%, TrxR1 inh 3%, PGK inhibitor 14%, TrxR1 substrate 0%, USP1-UAF1 inh -11% and mIDH1 inhibitor 3%.

High-throughput results deposited in PubChem BioAssay by National Center for Advancing Translational Sciences (NCATS).

These rows are one share of the data. The share of hits here may be higher or lower than overall.
